Dyrk1A ADPGlo = blocks rat Dyrk1A kinase activity | Q63470 | ADP-Glo luminescence, NFATc1 peptide | inhibition, % at 12.5 µM | actives 0.43% (n = 310,000); in the data active = inhibition above about 50%;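 also: plate controls were vehicle with enzyme for no effect and no enzyme for full effect; many of its hits are not listed in these tables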
RGS4 pot = potentiators or activators of RGS4. HEK293 M3R/inducible RGS4, carbachol calcium flux Fluo4; stronger effect = lower value. actives 0.92% (n = 310,000). B-score at 10 µM;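 active = B-score of the integrated calcium signal more than 4 SD below the library mean, with starting fluorescence not abnormally high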;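 also: negative B-score means reduced calcium response which marks RGS4 activation or potentiation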
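Reagent: ECmax carbachol challenge; Test system: M3R-expressing HEK293 line, RGS4 induced by doxycycline; Schedule: overnight RGS4 induction, 30 min dye load 37 °C, 20 min compound RT; Detection: calcium dye Fluo4 fluorescence; Read-out: Agonist-evoked peak-minus-minimum fluorescence over baseline, integrated ratio, B score.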
GSK3A inh = blocks human GSK-3 alpha kinase; P49840; ADP-Glo luminescence, 60 min; inhibition, % at 10 µM; actives 0.1% (n = 320,000); AID 2650;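 in the data active = inhibition above about 50%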;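 also: GST-tagged GSK-3 alpha with peptide substrate and 25 µM ATP; 0% = DMSO neutral wells and 100% = GW8510 positive control wells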
KCNK9 block = inhibitors of human KCNK9 two-pore domain potassium channel; HEK293 KCNK9, FluxOR thallium flux fluorescence; stronger effect = lower value; B-score at 10 µM; actives 1.2% (n = 310,000); Q9NPC2;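 active = ratio B-score over 3 SD below the library mean, with starting fluorescence within 5 SD of its mean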;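 also: negative B-score means less thallium flux so channel inhibition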
GSK3beta inhib = inhibitors of human GSK3beta kinase; activity score (negative = inhibition), % at 10 µM; GST-GSK3beta kinase, ADP-Glo luminescence, 60 min; stronger effect = lower value; P49841; actives 0.038% (n = 300,000); AID 2097;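 active = more than half of replicate wells score below -50%, meaning over 50% inhibition versus plate controls; inconclusive = some replicates but at most half score below -50%; inactive = no replicate scores below -50%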;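 also: 0% = median DMSO wells and -100% = median GW8510 positive control wells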
Target sequence (P49841 whole entry, looked up): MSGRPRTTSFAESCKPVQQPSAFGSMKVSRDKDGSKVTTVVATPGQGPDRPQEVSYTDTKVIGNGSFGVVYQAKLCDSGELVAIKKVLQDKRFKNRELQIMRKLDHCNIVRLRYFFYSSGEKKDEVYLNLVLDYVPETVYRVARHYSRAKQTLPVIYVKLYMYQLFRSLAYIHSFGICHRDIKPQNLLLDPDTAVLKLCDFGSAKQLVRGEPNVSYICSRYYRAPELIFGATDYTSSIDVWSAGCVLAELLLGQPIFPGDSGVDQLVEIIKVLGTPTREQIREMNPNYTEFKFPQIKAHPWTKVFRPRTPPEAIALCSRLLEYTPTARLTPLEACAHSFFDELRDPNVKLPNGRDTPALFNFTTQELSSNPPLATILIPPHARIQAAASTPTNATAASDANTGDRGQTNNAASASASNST
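Test system: GST-fused GSK3beta enzyme, cell-free | Quantity: 1.6 ng GST-GSK3beta enzyme per well | Reagent: 25 µM ATP with peptide substrate | Schedule: 60 min enzyme reaction, room temperature | Signal: Luminescent ADP-Glo measurement of ADP formed | Read-out basis: Score relative to plate controls | Control set: DMSO and 20 µM GW8510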
KCNK3 inh = human KCNK3 channel inhibition, primary screen; actives 0.84% (n = 340,000); CHO-KCNK3 thallium flux, FluxOR fluorescence; stronger effect = lower value; O14649; B-score at 10 µM; AID 602410;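 active = B-score under library mean minus 4 SD, starting fluorescence ratio at most library mean plus 5 SD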;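 also: more negative B-score means stronger inhibition of thallium flux through KCNK3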
Target sequence (O14649 whole entry, looked up): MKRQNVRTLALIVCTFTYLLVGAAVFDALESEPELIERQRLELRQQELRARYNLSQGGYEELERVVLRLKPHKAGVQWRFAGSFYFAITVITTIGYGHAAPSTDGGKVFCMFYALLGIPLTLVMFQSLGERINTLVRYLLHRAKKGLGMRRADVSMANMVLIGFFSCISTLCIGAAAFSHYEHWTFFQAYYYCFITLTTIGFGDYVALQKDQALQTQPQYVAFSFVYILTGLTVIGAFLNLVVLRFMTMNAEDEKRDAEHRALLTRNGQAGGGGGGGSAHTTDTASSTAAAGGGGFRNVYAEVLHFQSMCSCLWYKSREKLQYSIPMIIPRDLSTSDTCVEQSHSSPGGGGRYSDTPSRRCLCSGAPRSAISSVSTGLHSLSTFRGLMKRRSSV
KCNQ1 pot = potentiates or activates the human KCNQ1 potassium channel; CHO-K1 KCNQ1, thallium flux FluxOR fluorescence; stronger effect = higher value; B-score at 10 µM; actives 0.35% (n = 310,000); AID 2648;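 active = fluorescence ratio B-score, a plate-corrected score, at least three library SD, with initial intensity B-score within 5 SD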
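assay system = CHO-K1 cells stably expressing KCNQ1 | medium = assay buffer, equal DMSO in all wells | timing = 37 °C overnight plating, 90-min dark dye load, 20-min compound pretreatment | measured by = kinetic FluxOR thallium fluorescence, 10-s 1-Hz baseline, 110-s post-stimulus read | measure = fluorescence change relative to baseline, converted to B score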
hERG protect = shields human hERG channel from block by proarrhythmic agents | actives 0.51% (n = 310,000) | activation (rescue from dofetilide block), less the hit threshold, % at 10 µM | CHO-hERG, FluxOR thallium flux, dofetilide IC70 present | Q12809 | AID 1511;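 active = activation above the mean of controls blocked by dofetilide plus 5 SD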;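 also: thallium influx through hERG after potassium depolarization seen as dye fluorescence rise; in these data hits start at about 4.7%; inactives centre near -7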
KCNQ1 inh = blocks the human KCNQ1 potassium channel; AID 2642; actives 1.3% (n = 310,000); B-score at 10 µM; P51787; CHO-K1 KCNQ1, FluxOR thallium flux fluorescence; stronger effect = higher value;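 active = compounds whose thallium flux B-score, printed positive for inhibition, exceeds three library SD while starting fluorescence stays within three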;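 also: channel opened by potassium depolarization with thallium stimulus after 20 min compound exposure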
HDAC3 inhib = human HDAC3 inhibition; O15379; actives 0.15% (n = 320,000); AID 2718; inhibition, % at 8.3 µM; recombinant HDAC3, fluorogenic peptide/trypsin coupled, fluorescence; in the data active = inhibition above about 26%, passing the limit was not always enough; inconclusive = no clear call, values can overlap the other calls
PolyA inhibitor = blocks polyadenylation in yeast reporter cells | actives 0.02% (n = 300,000) | S. cerevisiae SKY197-pL101 polyadenylation reporter, beta-gal luminescence; efflux-impaired pdr1/pdr3 knockout yeast; score 100 = 6 SD above DMSO | AID 1875 | calls only at 12 µM;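 active = lowest replicate activity score at least 50, where 100 means six control SD above control mean; inconclusive = lowest score under 50 but half or more replicates reach 50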;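 also: yeast exposed to compound for 9 h at 30 °C; higher score means more reporter readthrough which indicates perturbed polyadenylation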
An asterisk follows results filed as active; i = inactive; ? = inconclusive; . = no result given. An excerpt, so the mix of outcomes need not match the whole.

SMILES	Dyrk1A ADPGlo	RGS4 pot	GSK3A inh	KCNK9 block	GSK3beta inhib	KCNK3 inh	KCNQ1 pot	hERG protect	KCNQ1 inh	HDAC3 inhib	PolyA inhibitor
CCC(C)NC(=O)CSC1=Nc2ccccc2C2=NC(CC(=O)NCc3ccc(F)cc3)C(=O)N12 (configuration not stated)	3	i	-4	i	1	i	i	-13	i	2	i
C/C(=N\NC(=O)C(c1ccccc1)c1ccccc1)c1ccccn1	-1	i	0	i	-1	i	i	-3	i	1	i
COc1cc(C2/C(=C(\O)c3ccc4c(c3)OCCO4)C(=O)C(=O)N2c2nnc(C)s2)cc(OC)c1OC (configuration not stated)	1	i	0	i	1	i	i	-1	i	-1	i
c1ccc2nc3c(nc2c1)OCC1CCCCN31 (configuration not stated)	6	-7.6*	0	i	-2	i	i	-6	i	-21	i
Nc1c(-c2ccccc2)cnn1-c1cccc([N+](=O)[O-])c1	2	i	-1	i	-1	i	i	-12	i	5	i
COc1ccc([C@@H]2[C@@H]3C(=O)N(C(C)(C)C)C(=O)[C@@H]3[C@]3(C)C(=O)N(c4cccc(Cl)c4)C(=O)N23)cc1	9	i	1	i	-13	i	i	-12	i	3	i
COc1cccc(N=Cc2c(O)n(-c3cccc(C)n3)c(=O)c3ccccc23)c1	8	i	0	i	6	i	i	-15	i	5	i
Cc1cc(Cl)c(Cl)cc1S(=O)(=O)NCCCn1ccnc1	2	i	3	i	2	i	i	-8	i	-6	i
CN1CCN(C(=S)Nc2cccc(S(=O)(=O)N(C)C)c2)CC1	-8	i	-2	i	-2	i	i	-9	i	-8	i
Cc1cc(C)c(NS(=O)(=O)c2cccc3cccnc23)c(C)c1	5	i	-2	i	-2	i	i	-10	i	1	i
COc1cccc(NC(=O)NC(C)C2CC3CCC2C3)c1 (configuration not stated)	0	i	-11	i	1	i	i	-7	i	2	i
CCSCc1nnc(SCC(=O)c2ccc(OC)cc2)n1C	5	i	3	i	1	i	i	-5	i	-1	i
CCCNC(=O)N(C)c1nncnc1C(=O)NC	1	i	-1	i	3	i	i	11*	i	-8	i
COc1ccc(C(=O)NNC(=O)Nc2ccc(Cl)cc2)cc1	-4	i	-1	i	3	i	i	-9	i	3	i
CCC(=O)NCCc1nc2cc(NC(=O)c3ccccc3Cl)ccc2n1C	2	i	0	i	0	i	i	-5	i	-6	i
COC(=O)C(C)(C)NC(=O)c1cccs1	-1	i	.	i	-1	i	i	-12	i	0	i
Cc1noc(C)c1CN1C(=O)c2ccc([N+](=O)[O-])cc2C1=O	.	i	-1	i	-1	i	i	-8	i	2	i
COc1ccc(N2CC(C(=O)NCc3ccccc3)CC2=O)cc1 (configuration not stated)	4	i	-4	i	-3	i	i	-7	i	-5	i
Cc1cc(-c2nnc(SCC(=O)Nc3ccc(Cl)cn3)n2N)n[nH]1	-4	i	21	i	7	i	i	-2	i	1	i
Cc1ccc(OC(=O)c2ccncc2)c(C)c1	-6	i	-1	i	-1	i	i	1	i	-12	i
O=C(N/N=C/c1ccncc1)c1ccccn1	11	i	2	i	-1	i	i	-9	i	7	i
O=C(Nn1c(-c2ccccc2)nc2ccccc2c1=O)c1ccc([N+](=O)[O-])cc1	4	i	0	i	0	i	i	-7	i	1	i
CC(Sc1nc(-c2ccccc2)cc(C(F)(F)F)n1)C(=O)Nc1ccc2c(c1)OCO2 (configuration not stated)	-3	i	-1	i	30	i	i	-4	i	-2	i
CCc1n[nH]c(=S)n1/N=C/c1cc(OC)cc([N+](=O)[O-])c1O	6	i	1	i	-4	i	i	-4	i	1	i
Cc1ccccc1NC(=S)NCc1ccc2[nH]c3c(c2c1)CCCC3	2	i	0	i	1	i	i	-10	i	5	i
Cc1cc2oc(C(=O)Nc3cccnc3)c(C)c2cc1C	-1	i	-3	i	3	i	i	-2	i	1	i
COCCNC(=O)C(=O)N/N=C/c1cccs1	-3	i	-2	i	3	i	i	-8	i	3	.
CC(=O)N(CCCN(C)C)CCC(C)CCC=C(C)C (configuration not stated)	.	i	-2	i	-2	i	i	-7	i	10	i
O=C(NC12CC3CC(CC(C3)C1)C2)c1ccc([N+](=O)[O-])o1	-5	i	-1	i	1	i	i	-10	i	0	i
CCOC(=O)N1CCN(C(=O)CCCn2nc(C)c3sc4ccccc4c3c2=O)CC1	3	i	-2	i	3	i	i	-12	i	-7	i
COc1ccc(-n2c(C)cc(C)c(C(C)=O)c2=S)cc1	.	i	-2	i	1	i	i	-5	i	4	i
Cc1cccc(C)c1N1C(=O)CC(N2CCSCC2)C1=O (configuration not stated)	.	i	0	i	-2	i	i	-7	i	-3	i
CC(=O)N1CCN(C(=O)COc2ccccc2C(=O)Nc2ccccc2)CC1	.	i	-3	i	-4	i	i	-13	i	?	i
COc1ccccc1N1CCN(C(=O)c2ccc(CSc3ccccc3)cc2)CC1	0	i	-1	i	-1	i	i	-4	i	0	i
O=C(CC(=O)c1ccccc1)Nc1ccc(Cl)cc1	-6	i	0	i	-2	i	i	-4	i	0	i
CNC[C@H](NC[C@@H](NCCCc1ccccc1)c1ccccc1)[C@H](C)O	-2	i	0	i	-1	i	i	-12	i	-1	i
COc1ccc(N(C(=O)COc2ccccc2OC)S(=O)(=O)c2ccc(C)cc2)cc1	-4	i	1	i	2	i	i	-10	i	10	i
CC1=C(C(=O)Nc2cc(-c3cccc(F)c3)[nH]n2)C2(CCCCC2)OC1=O	-3	i	-1	i	8	i	i	-13	i	8	i
COCCn1c(-c2ccc(F)cc2)nc2cccnc21	-2	i	0	i	0	i	i	-4	i	-6	i
O=C(O)CNC(=O)c1ccccc1Br	-4	i	0	i	-5	i	i	-4	i	6	.

Part of the list above, limited to KCNQ1 pot.
SMILES	KCNQ1 pot
CNC[C@H](NC[C@@H](NCCCc1ccccc1)c1ccccc1)[C@H](C)O	i
COc1ccccc1N1CCN(C(=O)c2ccc(CSc3ccccc3)cc2)CC1	i
Cc1cccc(C)c1N1C(=O)CC(N2CCSCC2)C1=O (configuration not stated)	i

New compounds follow
SMILES	Dyrk1A ADPGlo	RGS4 pot	GSK3A inh	KCNK9 block	GSK3beta inhib	KCNK3 inh	KCNQ1 pot	hERG protect	KCNQ1 inh	HDAC3 inhib	PolyA inhibitor
O=C(CN1C(=O)NC2(CCc3ccccc3C2)C1=O)NCC(F)(F)F (configuration not stated)	-1	i	2	i	1	i	i	-7	i	-1	i
Cc1ccc(-n2ncc3c2CC(C)(C)CC3NC(=O)CCc2ccc(=O)[nH]n2)cc1 (configuration not stated)	4	i	1	i	-2	i	i	-6	i	-7	i
CCCNC(=O)N1CCCC(C(N)=O)C1 (configuration not stated)	.	i	-2	i	0	i	i	-2	i	1	i
O=C(Cn1c(NCCCO)nc2ccccc21)c1ccco1	-6	i	2	i	1	i	i	-1	i	.	i
COc1cccc(CNC(=O)CSc2nnc3c(n2)[nH]c2ccc(OC)cc23)c1	3	i	-2	i	2	i	i	0	i	-11	i
COC(=O)C1=C(C)NC(=O)C1(NC(=O)CN1CCCC1=O)C(F)(F)F (configuration not stated)	0	i	-4	i	0	i	i	-8	i	1	i
O=C(NCCc1c[nH]c2ccccc12)c1ccccc1	17	i	-3	i	2	i	i	-7	i	-2	i
COc1cccc(N2C(N)=NC(N)=NC2(C)C)c1	.	i	-3	i	1	i	i	-10	i	2	i
COc1ccc(CNC(=O)CN(c2cccc([N+](=O)[O-])c2)S(C)(=O)=O)cc1	2	i	-2	i	0	i	i	-14	i	5	i
CCCCN1CNC(=S)N(c2ccccc2OCC)C1	-3	i	-3	i	5	i	i	-7	i	-6	i
Nc1cc(=O)[nH]c(SCC(=O)NNC(=O)c2ccccc2)n1	10	i	-2	i	5	i	i	-12	i	2	i
CCn1c(COC(=O)CNC(=O)c2cc(OC)c(OC)c(OC)c2)nc2cc(S(=O)(=O)N(C)C)ccc21	2	i	2	i	3	i	i	-12	i	3	i
Cc1ccc(NC(=O)c2cc(-c3ccccc3O)n[nH]2)cc1Cl	-2	i	-3	i	-5	i	i	-3	i	-8	i
O=C(NCc1ccco1)c1nn2c(C(F)(F)F)cc(-c3cccs3)nc2c1Cl	2	i	3	i	1	i	i	-3	i	-1	i
Cn1cc(/C=C(\C#N)C(=O)Nc2cccc([N+](=O)[O-])c2)c2ccccc21	-5	i	0	i	2	i	i	-15	i	0	i
C/C=C(\C)C(=O)NCCN1C2=NC[C@H](Cc3ccc(O)cc3)N2C[C@@H]1Cc1ccc(OC)cc1	7	i	-3	i	1	i	i	-2	i	4	i
COc1ccc(NC(=O)CSc2nc3ccccc3c(=O)n2C)cc1	20	i	-2	i	1	i	i	-9	i	3	i
CCC(CC)C(=O)Nc1ccc(C)c(O)c1	5	i	-1	i	0	i	i	-3	i	-10	i
O=C(/C=C/c1ccc(F)cc1)NC(=S)Nc1ccccc1C(=O)NC1CCCCC1	-8	i	-3	i	2	i	i	0	i	-2	.
COc1ccccc1NC(=O)NCCN1CCNC1=O	.	i	-4	i	2	i	i	-9	i	11	i
O=c1[nH]c2ccc(NC(=S)Nc3ccc(Cl)cc3)cc2[nH]1	16	i	-1	i	-22	i	i	-11	i	3	i
O=C(CCC1CCCN(Cc2cccc(Cl)c2)C1)NCc1ccccc1F (configuration not stated)	-10	i	0	i	-3	i	i	-12	i	7	i
O=C(COC(=O)c1cccs1)NCc1cccs1	-6	i	-3	i	.	i	i	-10	i	13	i
COC(=O)c1c(NC(C)=O)sc(C(=O)Nc2ccccc2F)c1C	-6	i	-2	i	1	i	i	-3	i	-8	.
COCCCNc1nc2c(c(=O)n(Cc3ccc(Cl)cc3)c(=O)n2C)n1C	.	i	-1	i	-1	i	i	-9	i	-5	i
COCCCNC(=O)CCc1nnc(Cc2ccc(-c3ccccc3)cc2)o1	-4	i	0	i	1	i	i	2	i	-1	i
